# Source: PubChem BioAssay
# p53ts 39C kill: kills p53ts cells at the nonpermissive temperature; H1299-p53A138V viability at 39C, ATP luminescence, 24 h; Potency, µM (doses to about 46.1 µM), for the others: top-dose activity change, negative = cell killing, hits mostly cytotoxic; hit rate 1.5% among 130,000; note: nearly all actives have a fitted effect of over 55% in size
# p53ts 32C tox: p53ts cell cytotoxicity, permissive temperature; H1299-p53A138V at 32C, ATP luminescence viability, 24 h; Potency, µM (titrated, usually from 46.1 µM), for inactives: at the highest dose activity change, negative = cytotoxicity, actives largely listed as cytotoxic; hit rate 0.93% among 130,000; AID 924;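 note: 0% = DMSO and -100% = full killing by reference compound; nearly all actives have a fitted effect of over 55% in size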
#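 H1299-p53 A138V cells (temperature-sensitive p53) exposed 24 h to up to 46 uM compound at 32C, where p53 is wild-type in conformation. Viability read as ATP luminescence and normalised to DMSO and 100 uM tamoxifen. AC50 fitted with the Hill equation.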
# IkB signaling: inhibitors of IkB signaling in ABC-DLBCL cells; AID 445; Potency, µM (highest dose often 57.1 µM), for inactives: top-dose IkBa stabilization activation; hit rate 0.04% among 110,000; ABC-DLBCL IkBa-CBG/CBR dual luciferase ratio, 4 h; response scale: scaled: untreated 0%, proteasome inhibitor 100%; active = well fitted curve in the direction sought with a large enough effect in the signal ratio, not every such curve was filed as active; inconclusive = small, poorly fitted or top-dose-only effect, or a change in a side signal; the % refers to the signal ratio;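 note: the direction sought is a rising ratio; 0% = basal untreated cells and 100% = reference inhibitor full response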
#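 Luminescence ratio of IκBα-fused green versus native red beetle luciferase in OCI-Ly3 cells, 4 h post-doxycycline with compound; red signal alone, scaled from basal (0%) to zero light (-100%), flagged nonspecific or cytotoxic effects.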
# Imprint erasure: induces erasure of genomic imprints in mouse ES cells. mouse ES Peg3-LacZ reporter, beta-gal luminescence, 40 h. hit rate 0.02% among 110,000. Potency, µM (series often up to 60.7 µM), for the others: at the top dose activity change, positive = activation, most hits filed as activators. AID 1948;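 note: 0% = negative control wells on the plate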
#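 Readout: BetaGlo luminescence (5 min, room temp) for LacZ from the normally silent maternal Peg3 allele in female Peg3LacZ-Neo ES cells. Cells 300/well, 40 h, 37C, 5% CO2. Data normalized per plate to negative controls.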
# Active calls of the source: *; u = inconclusive; x = not tested or not shown; & = joins results of further samples; [ ] = another dose, or the depositor's remark. Unless noted, calls come from the whole dose curve; as a rule, active = well fitted curve in the direction sought with a large enough effect; inconclusive = small, poorly fitted or top-dose-only effect, or another doubt; inactive = no such curve, though single readings can be large; an effect the other way counts as inactive or inconclusive. Unless noted, % is set by controls: 0 for no effect and ±100 for the full control effect; potency is the fitted concentration of half-maximal effect.
# Each structure is followed by: p53ts 39C kill	p53ts 32C tox	IkB signaling	Imprint erasure
> COc1ccc(N(CC(=O)Nc2ccc(C)c(C)c2)S(=O)(=O)c2c(C)n[nH]c2C)cc1
 : -7%	9%	3.1%	-11%
> Cc1ccccc1CNC(=O)c1cnc2sc(N3CCOCC3)nn2c1=O
 : 11%	-1%	-1.4%	5%[10.9 µM]
> COC(=O)c1cc2ccsc2n1CC(=O)Nc1ccc(N(C)C)cc1
 : 9%	3%	0.5%	-13%
> C=CCn1c(SCc2ccc(Cl)cc2)nc2c1c(=O)[nH]c(=O)n2C
 : -10%	-1%	-0.2%	-7%
> CO[C@@H]1C[C@H](O[C@H]2[C@@H](C)[C@H](O[C@@H]3O[C@@H](C)C[C@@H](N(C)C)[C@@H]3OC(C)=O)[C@H](C)C[C@]3(CO3)C(=O)[C@H](C)[C@H](OC(C)=O)[C@H](C)[C@H](C)OC(=O)[C@@H]2C)O[C@H](C)[C@@H]1OC(C)=O
 : 0%[20.6 µM]	1%[20.6 µM]	2.2%[25.6 µM]	-6%[16.8 µM]
> O=S(=O)(c1ccc(N2CCN(S(=O)(=O)c3ccc4c(c3)OCCO4)CC2)nc1)N1CCCC1
 : -22%	-11%	0.5%	6%
> COc1ncc2nc(C)c(=O)n(C)c2n1
 : 2%	3%	0.5%[11.4 µM]	x
> CCN1CCN(C(=O)NC(C(=O)NC2C(=O)N3C(C(=O)O)=C(CSc4nnnn4C)CSC23)c2ccc(O)cc2)C(=O)C1=O (stereo not drawn)
 : -3%	7%	x	18%&-4%
> O=C(Cn1ncc2c3ccccc3n(Cc3ccccc3F)c2c1=O)N1CCCCC1
 : -28%	28%	u	20%[10.9 µM]
> COCCn1c(-c2ccccc2)nc2oc3ccccc3c(=O)c2c1=O
 : 9%	12%	0.1%	-13%
> COc1ccc(-c2cc(C(F)(F)F)nc(SCCC(=O)Nc3cc(C)ccc3O)n2)cc1
 : 10µM*	-1%	u	-3%[10.9 µM]
> O=C(Nc1nc2ccccc2n1CCN1CCOCC1)c1cn(-c2ccccc2)nc1-c1ccccc1
 : -18%	0%	u	-24%
> CC(=O)c1ccc(-c2nc3ccccc3n2C)o1
 : 11%	-2%	4.6%	-17%
> Nc1nc(C2C(=O)CCCC2=O)cs1
 : 22%	5%	-0.4%	-8%
> O=c1c2[nH]c3ccc(Cl)cc3c2ncn1Cc1ccccn1
 : 5%	-16%	-0.8%	0%
> CCN1C(=O)/C(=C\N2CCN(C)CC2)SC1=S
 : 5%	-4%	-0.5%	-4%
> COC(=O)CN(C(=O)CSc1nnc(-c2cccc(OC)c2)o1)c1ccc(OC)cc1
 : -2%	9%	1.6%	-11%
> CCOC(=O)c1c(-c2ccc(Br)cc2)csc1NC(=O)c1ccc(C(C)(C)C)cc1
 : 5%	0%	1.1%	-10%[10.9 µM]
> CN1CCN(CCc2ccc(Cl)c(Cl)c2)CC1
 : -26%	-17%	0.3%	-24%
> c1ccc(-c2nn3c(-c4ccco4)nnc3s2)nc1
 : 5%	10%	-0.6%	-1%
> COc1cc(C(=O)Nc2cc(C)ccc2OCc2cc(=O)n3c(C)csc3n2)cc(OC)c1OC
 : 7%	8%	0.2%	-8%[10.9 µM]
> Cc1ccc(S(=O)(=O)N2CCCC2C(=O)NCc2ccco2)cc1 (stereo not drawn)
 : 4%	3%	4.2%	-11%
> CCN(CC)c1nn2c(=O)c(C(=O)NCCc3ccccc3C)cnc2s1
 : 7%	-3%	-2.2%	-12%[10.9 µM]
> Cc1noc(C)c1C(=O)N1CCC2(CC1)CCN(C(c1ccccc1)c1ccccc1)CC2
 : 1%	5%	3.3%[11.4 µM]	x
> CC1CCC(C(=O)NC(C(=O)N2CCN(c3ccccn3)CC2)C(C)C)CC1 (stereo not drawn)
 : -1%	8%	-0.9%	3%
> CC1NC(=O)NC1CCCCC(=O)O (stereo not drawn)
 : -3%	-3%	-0.3%	9%
> COc1ccc(NC(=O)c2cc3c(=O)n(Cc4cccnc4)ccc3nc2C)cc1Cl
 : -29%	-5%	-0.5%	-11%[10.9 µM]
> O=C(NCc1ccncc1)c1ccc(Cl)c(S(=O)(=O)N2CCOCC2)c1
 : 17%	-4%	2.2%	x
> Cc1ccccc1Cn1c(C)c(CNCCCc2ccccc2)c(C(=O)O)c1C
 : -10%	8%	u	16%[10.9 µM]
> CNC(=O)Cn1nc(-c2ccc(C)c(S(=O)(=O)N(C)C)c2)c2ccccc2c1=O
 : -19%	-14%	x	x
> O=C(Cc1nn[nH]n1)NCc1ccccc1Cl
 : -1%	7%	1.3%	-1%
> Cc1ccc(S(=O)(=O)CC(=O)Nc2nc3c(C)cccc3s2)cc1
 : -4%	-5%	u	-7%[10.9 µM]
> Cc1c(N(C)CS(=O)(=O)O)c(=O)n(-c2ccccc2)n1C
 : -17%	-9%	0.4%[25.6 µM]	-8%
> CCCOC(=O)c1ccc(NC(=O)CCC(=O)OCC)cc1
 : 1%	-7%	u	8%
> COc1ccc(-n2nc(-c3ccc(C)cc3)c3cnc4cc(F)c(F)cc4c32)cc1
 : 15%	1%	-2.7%	-17%[10.9 µM]
> COc1ccc(-c2nc(C#N)c(NCCCN(C)C)o2)cc1OC
 : -8%	-3%	-0.6%	-57%[inhibitor]
> N#CCSc1n[nH]c2nc3c(c(=O)n12)C1(CCCC1)Cc1ccccc1-3
 : 13%	-2%	u	-13%
> CCOC(=O)C1=C(C)Nc2nnnn2C1c1c[nH]c2ccccc12 (stereo not drawn)
 : 15%	11%	1.7%	1%
> C/C(=C1/SC(N2CCCC2)=NC1=O)c1ccc(Br)cc1
 : -8%	-27%	-0.2%	-19%
> Cc1ccc(C(=O)Oc2ccccc2C(=O)N2CCOCC2)cc1
 : 0%	-13%	x	x
> CCOc1cc(-c2nc(-c3ccc(-c4ccc(C)cc4)nc3OC)no2)cc(OCC)c1OCC
 : 0%	-12%	-0.2%	-7%[10.9 µM]
> COc1ccc(N2C(=O)CN=C2Nc2cccc(C)c2C)cc1OC
 : 5%	-10%	-0.1%	-8%
> CC1(c2ccco2)NC(=O)NC1=O (stereo not drawn)
 : 10%	2%	x	x
> CCN(CC)C(=O)CSc1nnc(-c2ccc(F)cc2)n1N
 : 8%	5%	-0.9%	1%
> COc1cccc(C(=O)NCCc2csc3nc(-c4ccccc4F)nn23)c1OC
 : -20%	-13%	0.5%	2%[10.9 µM]
> CCc1ccccc1NC(=O)N[C@@H](C)C(=O)O
 : 8%	9%	-1.3%	6%
> CCCCOc1ccc2c(C)cc(=O)oc2c1OCCCC
 : -11%	-2%	x	x
> COCCNC(=O)CN1C(=O)c2cccnc2Sc2ccccc21
 : -7%	0%	-2.6%	14%[10.9 µM]
> Cc1ccc(C)c(/C(O)=C2\C(=O)C(=O)N(CCCN3CCOCC3)C2c2cccnc2)c1 (stereo not drawn)
 : 1%	7%	-2.0%	-2%
> Cc1ccc(-c2nc3sccn3c2Nc2ccc(C)c(C)c2)cc1
 : -21%	8%	u	-2%[10.9 µM]
> CC(=O)N1c2ccccc2CC1C(=O)N1CCN(c2cccc(C)c2C)CC1 (stereo not drawn)
 : -19%	4%	u	-7%[10.9 µM]
> CCC(Sc1nccn1C)C(=O)Nc1nnc(C)s1 (stereo not drawn)
 : 4%	4%	7.7%	-3%
> COc1cccc(CNC(=O)c2ccc3nc(-c4ccc(F)cc4)c(-c4ccc(F)cc4)nc3c2)c1
 : 0%	-1%	0.5%	-21%[10.9 µM]
> COc1ccc(C2c3c(oc4ccc(Cl)cc4c3=O)C(=O)N2CCCN(C)C)cc1OC (stereo not drawn)
 : 3%	25%	-0.5%	-1%[10.9 µM]
> O=C(Nc1ccc2oc(=O)ccc2c1)c1cc2ccccc2o1
 : 29%	2%	x	x
> Cn1c(=O)[nH]c(=O)c2c1nc(NCc1ccco1)n2CCCc1ccccc1
 : -1%	13%	-0.1%	0%
> COc1cc(C(=O)N2CCN(C(=O)C3CC3)CC2)cc(OC)c1OC
 : -5%	10%	5.5%	x
> CC(=O)c1ccc(N2CCN(C(=O)Nc3ccc(C)cc3)CC2)cc1
 : -3%	-13%	-1.3%	-3%[10.9 µM]
> O=C(c1ccco1)N1CCN(c2nc3ccsc3c(=O)s2)CC1
 : -1%	12%	-2.2%	-17%
> Cc1cccc(C(=O)Nc2ccc(S(=O)(=O)N(Cc3ccccc3)c3ccccc3)cc2)c1
 : 13%	1%	1.2%	-13%[10.9 µM]

# (continued)
# Each structure is followed by: p53ts 39C kill	p53ts 32C tox	IkB signaling	Imprint erasure
> COC(=O)c1sc2cccc(F)c2c1S(=O)(=O)Nc1cc(OC)cc(OC)c1
 : 9%	9%	-0.6%	-17%[10.9 µM]
> CN1CCCN(C(=O)c2ccc(Cl)c(S(=O)(=O)N(C)c3ccccc3)c2)CC1
 : -3%	-2%	0.8%	-10%
> COc1cccc(-c2nc(SCC(=O)Nc3ccc4c(c3)OCCO4)c(-c3ccccc3)[nH]2)c1
 : u	u	u	-14%[10.9 µM]
> CC1(C)CC(=O)c2sc(NC(=O)CN3CCOCC3)nc2C1
 : 9%	27%	0.3%	-1%
> COc1ccccc1OCCCCn1c(C2CC(=O)N(c3ccccc3Cl)C2)nc2ccccc21 (stereo not drawn)
 : 20µM*	u	u	-6%[10.9 µM]
> COc1ccc(CCN2CC(C(=O)O)CC2=O)cc1 (stereo not drawn)
 : 6%	6%	-1.4%	-11%
> Cc1csc(NC(=O)c2cnc3ccccn3c2=O)n1
 : -11%	-11%	x	x
> CCN(CC)CCCNC(=O)CCCn1c(=O)[nH]c2ccc(Br)cc2c1=O
 : -8%	4%	2.2%	5%[10.9 µM]
> Cc1nc2c3ccccc3nc(NNC(=O)CCC(=O)N3CCN(c4ccc(F)cc4)CC3)n2n1
 : -10%	2%	-1.3%	-12%[10.9 µM]
> O=C(Nc1ccc(S(=O)(=O)Nc2ccccc2)cc1)C1COc2ccccc2O1 (stereo not drawn)
 : 22µM*	u	x	x
> O=C1CC(c2cccc(F)c2)c2c(n3ncnc3[nH]c2=O)N1 (stereo not drawn)
 : 1%	-11%	1.4%	-12%[10.9 µM]
> Nc1nnc(SCCCC(=O)c2ccc(Br)cc2)s1
 : u	9%	x	x
> CC(=O)Cc1nsc(NC(=O)c2ccc(COc3ccccc3)o2)n1
 : -17%	-20%	1.7%	0%
> O=C(NCc1cccnc1)C1CC(=O)N(c2ccc(Cl)cc2)C1 (stereo not drawn)
 : 14%	5%	2.3%	-14%
> COc1ccc(-c2c3c(=O)n(C)c(=O)n(C)c3cn2C2CCCCC2)cc1
 : 23%	12%	2.7%	24%

# Entries of single compounds from above.
# Listed for `Cc1nc2c3ccccc3nc(NNC(=O)CCC(=O)N3CCN(c4ccc(F)cc4)CC3)n2n1` : p53ts 39C kill: -10%; p53ts 32C tox: 2%; IkB signaling: -1.3%; Imprint erasure: -12%[10.9 µM]
# Listed for `COc1ccc(-c2c3c(=O)n(C)c(=O)n(C)c3cn2C2CCCCC2)cc1` : p53ts 39C kill: 23%; p53ts 32C tox: 12%; IkB signaling: 2.7%; Imprint erasure: 24%

# Further results.
# Each structure is followed by: p53ts 39C kill	p53ts 32C tox	IkB signaling	Imprint erasure
> NC[C@H]1O[C@@H](n2cnc3c(=O)[nH]c(N)nc32)[C@@H](O)[C@@H]1O
 : -9%[9.22 µM]	-5%[9.22 µM]	-0.4%[11.4 µM]	-10%[10.9 µM]
> CCN1c2ccccc2-c2nc(SCC(=O)Nc3cccc(C(F)(F)F)c3)ncc2S1(=O)=O
 : -11%	-5%	u	-10%[10.9 µM]
> Cn1c(=O)c(=O)n(C)c2cc(S(=O)(=O)NCCc3ccccc3)ccc21
 : 1%	-11%	-2.3%	-3%
> O=C(CSc1nccn1-c1ccccc1)Nc1nc2ccccc2s1
 : u	2%	u	-3%[10.9 µM]
> Cn1c(NCc2ccco2)nc2c1c(=O)n(Cc1ccc(Cl)cc1Cl)c(=O)n2C
 : -2%	6%	1.6%	-7%
> Cc1cc2ccccc2n1CCNC(=O)C(C)C
 : 16%	-4%	4.6%	-15%
> Cc1cc(C(=O)NCCC2=CCCCC2)c(C)o1
 : -8%	-25%	u	-45%[inhibitor]
> Nc1c(C(=O)N2CCOCC2)sc(=S)n1-c1ccccc1
 : 3%	6%	-3.2%	-14%
> CC1CCN(S(=O)(=O)c2csc(C(N)=O)c2)CC1
 : -2%	-4%	0.3%	-7%[10.9 µM]
